# Hsp70 inhibitors – Hsp70 inhibitors, probe displacement, primary screen, biochemical, fluorescence polarization (AID 583). Hsp70 fluorescence polarization probe displacement, mP; higher % means a stronger effect. one-dose displacement, % at 20 µM; IC50 in µM for titrated hits. 140,000 compounds, 0.06% hits; in the data active = displacement above about 50%;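 note: plate controls were vehicle for no effect and reference ligand for full effect; a part of the inactive calls stands beside numbers as strong as those of hits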
# MKP-3 inhibition – MKP-3 phosphatase inhibitors, primary screen, biochemical, rat enzyme, in vitro (AID 425); 110,000 compounds, 0.17% hits; inhibition, % at 20 µM, or IC50 in µM where a hit was titrated; recombinant MKP-3 phosphatase activity, fluorescence; higher % means a stronger effect; in the data active = inhibition above about 50%;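 note: plate controls were vehicle for no effect and reference inhibitor for full effect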
# Numbers without * were called inactive; x = no result given; & = joins results of further samples.
canonical_smiles	Hsp70 inhibitors	MKP-3 inhibition
CC(=O)N1CCc2c(sc(NC(=O)C3CC3)c2-c2nc3ccccc3s2)C1	-6.6%	3%
Cc1cc(C)cc(-n2c(C)cc(C=C3SC(=S)NC3=O)c2C)c1	x	0%
COc1ccccc1NC(=O)/C(=C\c1cccc([N+](=O)[O-])c1)NC(=O)c1cccs1	-2.7%	5%
c1ccc2c(c1)CCN2CCN1CCc2ccccc21	-3.5%	-4%
Cc1ccc(C2Nc3ccccc3NC3=C2C(=O)CC(c2ccccc2)C3)o1 (stereo not given)	0.3%	5%
Cc1ccc(OCC(=O)NCc2ccco2)c(C)c1	-2.1%	-1%
Cc1cccc(OCC(=O)NCc2ccncc2)c1C	-2.8%	-6%
Cc1c(OCc2ccccc2F)ccc2c3c(c(=O)oc12)CCCC3	-4.9%	4%
C[C@@H]1CCC[C@H](C)N1NC(=O)c1ccc(Cl)c(S(N)(=O)=O)c1	2.2%	-7%
CCOC(=O)CSc1nnc(NC(=O)c2cccc(S(=O)(=O)N3CCCCCC3)c2)s1	-1.6%	x
O=C(NCc1ccc2c(c1)OCO2)c1ccc(Cl)c(S(=O)(=O)N2CCOCC2)c1	2.3%	x
COc1ccc(CCNC(=O)c2ccc(CNc3c(N4CCOCC4)c(=O)c3=O)cc2)cc1OC	2.0%	2%
O=C(COc1ccc2ccccc2c1Br)N1CCOCC1	4.1%	-6%
COc1ccc(CNC(=O)c2cnn3c(C(F)(F)F)cc(-c4ccccc4)nc23)cc1	3.6%	1%
CN(Cc1c(O)ccc2c1oc(=O)c1ccccc12)C1CCCCC1	-0.8%	0%
Cc1ccc(C(=O)N2CCN(C)CC2)cc1	1.2%	0%
CCCCOCCCn1cnc2c([nH]c3cc(OC)ccc32)c1=O	1.0%	3%
COc1ccc(CCN2C(=O)CC(C(=O)O)SC2=Nc2cccc(C(F)(F)F)c2)cc1OC (stereo not given)	-6.5%	2%
CCC(C)(C)C1CCc2c(sc(N)c2C#N)C1 (stereo not given)	9.7%	-1%
O=C(NCCCn1ccnc1)c1ccc(Br)c(S(=O)(=O)N2CCOCC2)c1	-0.7%	x
C=CCSc1nnc2c(n1)OC(c1cccnc1)Nc1ccccc1-2 (stereo not given)	0.5%	-4%
CC(NC(=O)C(C)(C)C)c1nc2ccccc2n1C (stereo not given)	1.1%	-1%
COc1cc(/C=N/N=C(/N)c2nonc2N)cc(Br)c1OCc1ccccc1C	9.5%	x
CN1CCN(CCCNC(=O)CCCOc2cc(=O)n(C)c3ccccc23)CC1	0.9%	-2%

# Given as labelled records: four of the compounds above
O=C(NCCCn1ccnc1)c1ccc(Br)c(S(=O)(=O)N2CCOCC2)c1
  Hsp70 inhibitors: -0.7%	MKP-3 inhibition: x

COc1ccc(CCN2C(=O)CC(C(=O)O)SC2=Nc2cccc(C(F)(F)F)c2)cc1OC (stereo not given)
  Hsp70 inhibitors: -6.5%	MKP-3 inhibition: 2%

Cc1c(OCc2ccccc2F)ccc2c3c(c(=O)oc12)CCCC3
  Hsp70 inhibitors: -4.9%	MKP-3 inhibition: 4%

CCC(C)(C)C1CCc2c(sc(N)c2C#N)C1 (stereo not given)
  Hsp70 inhibitors: 9.7%	MKP-3 inhibition: -1%

# Reprinted at random: three compounds from above, in no set order.
canonical_smiles	Hsp70 inhibitors	MKP-3 inhibition
Cc1c(OCc2ccccc2F)ccc2c3c(c(=O)oc12)CCCC3	-4.9%	4%
Cc1ccc(C(=O)N2CCN(C)CC2)cc1	1.2%	0%
CCC(C)(C)C1CCc2c(sc(N)c2C#N)C1 (stereo not given)	9.7%	-1%

# Further records follow.
canonical_smiles	Hsp70 inhibitors	MKP-3 inhibition
CC1CCCC(C)N1C(=O)CSc1nnnn1Cc1ccccc1 (stereo not given)	-4.2%	-6%
Cc1[nH]nc2cn[nH]c12	-4.3%	1%
COc1ccc(C2C(C#N)=C(N)SC(N)=C2C#N)c(OC)c1	0.6%	-3%
Cc1ccc(S(=O)(=O)N=C2C=C(C(C)C)C(=O)C(C(C)C)=C2)cc1	3.0%	3%
CCN(CC)c1ccc(/C=C2/SC(=S)N(CN3CCCCC3)C2=O)cc1	0.6%	-2%
O=C(NN1C(=O)/C(=C/c2ccc(Cl)cc2Cl)SC1=S)c1ccccc1Cl	0.7%	0%
Cc1ccc(OCC(=O)N2CCC(C(N)=O)CC2)c(Br)c1	1.3%	5%
O=C(O)CN1C(c2ccccc2)=Nc2ccc(Br)cc2C1c1ccccc1 (stereo not given)	-2.1%	0%
CCc1[nH]c(C)c(C(C)=O)c1C	-5.3%	0%
COc1ccc(CCn2nnnc2C(c2ccc(Cl)cc2)N2CCN(C)CC2)cc1OC (stereo not given)	2.7%	-6%
Cc1cccc(C2(c3cccc(C)c3)CC2C(=O)NCc2ccco2)c1 (stereo not given)	0.4%	0%
COc1cc(C(C)=O)ccc1OC(=O)c1ccc([N+](=O)[O-])cc1Cl	4.3%	0%
Cc1cccc(OCC(=O)N2CCN(C(=O)Cc3ccccc3)CC2)c1	-1.4%	-5%
CC1CCCCN1C(=O)C12CCC(C)(C(=O)C1)C2(C)C (stereo not given)	1.9%	-6%
CCN(CC)CCCNC(=O)c1cc(-c2ccc(Cl)cc2)on1	6.8%	9%
CC(=O)Nc1ccc(-c2cn3cccnc3n2)cc1	-3.5%	7%
CCCCNCCCCCOc1cccc(OC)c1	-3.2%	0%
CCOc1cc(/C=N/NC(=O)CSc2nc3ccccc3n2Cc2ccccc2)ccc1O	-2.2%	5%
CS(=O)(=O)N(CC(N)=O)c1cccc(Cl)c1	1.8%	2%
CCOC(=O)CSC1=C(C#N)C(c2sccc2C)CC(=O)N1 (stereo not given)	x	0%
COc1ccccc1NC(=O)CSc1nc(N)cc(N)n1	-0.2%	-9%
C=CCNC(=O)COc1cc(C)c(Cl)c(C)c1	-5.4%	3%
COc1cc(NC(=O)c2ccc(Br)cc2)cc(OC)c1	4.6%	0%
O=C(c1cc(Cl)cc(Cl)c1)n1ccnc1	2.3%	0%
Cc1nc2ncnn2c(C)c1CCC(=O)NC(C)c1ccc2c(c1)OCCO2 (stereo not given)	0.2%	10%
CC(C)(C)C1CCc2c(sc(NC(=O)C3CCCO3)c2C(N)=O)C1 (stereo not given)	-1.6%	0%
CC1(C)Cc2ccccc2C(NNC(=O)c2cccnc2)=N1	-2.0%	x
Cc1ccc(OCC(=O)Nc2ccc(I)cc2)cc1	-0.5%	3%
Cc1ccc2c(Cl)cc(Cl)c(OCC(=O)NCc3ccco3)c2n1	14%	x
CSCC[C@H](NC(=O)OC(C)(C)C)c1nnc(SCC=C(C)C)o1	-1.0%	-1%
CC(C)COc1ccc(C(=O)OC2CC(C)(C)OCC2CN(C)C)cc1 (stereo not given)	-0.3%	-9%
O=c1c2c3c(sc2nc2n1CCCS2)CCCC3	-2.3%	-1%
COc1ccc(C(C)NC(=O)c2ccoc2C)cc1OC (stereo not given)	-0.6%	-2%
O=C(Nc1ccc(Cl)c(C(F)(F)F)c1)c1ccc(I)cc1	-3.1%	3%
O=C(CN1CCOc2ccccc21)NC1CC1	1.8%	-8%
C/C(=N\N=C1\NC(=O)C(CC(=O)NCc2ccccc2)S1)c1ccco1 (stereo not given)	-2.7%	5%
Cc1ccc(S(=O)(=O)c2nc(NCCN(C)C)sc2Cl)cc1	0.7%	x
CCOC(=O)C1=C(CC)Nc2ccccc2N=C1NC(=O)c1cccc(S(=O)(=O)N2CCCC2)c1	2.3%	-9%
COc1ccc(CCN2C(=O)CSC2c2ccc(Cl)cc2Cl)cc1OC (stereo not given)	-2.1%	0%
COc1ccc(C=NN2CCN(Cc3ccc(C)cc3C)CC2)cc1Br	2.5%	-3%
CC(C)CN1C(=O)c2ccc(C(=O)Nc3ccccc3O)cc2C1=O	0.1%	0%
OCCNCc1ccc(OC2CCCC2)cc1	-2.1%	-5%
CC(O)CP(=O)(c1ccccc1)c1ccccc1 (stereo not given)	-2.1%	1%
Cc1onc(-c2ccccc2)c1C(=O)Nc1cccc(Oc2ccccc2)c1	-4.6%	1%
COc1cc(C(=O)N2CCN(C3CCCCCC3)CC2)cc(OC)c1OC	-2.0%	1%
Cc1ccc(/C=C2\CCC/C(=C\c3ccc(C)o3)C2=O)o1	-2.4%	-3%
CCCCN(CC)C(=O)Cc1ccccc1OC	3.6%	x
Cc1sc2nc(SCC(=O)NCCCO)n(-c3ccccc3)c(=O)c2c1C	3.9%	2%

# Other records:
# Results follow in this order: Hsp70 inhibitors	MKP-3 inhibition
Cc1cc([N+](=O)[O-])nn1C(=O)c1nn(C)cc1Br
 : 0.5%	0%
Cc1ccccc1OCCCN1CCC(C)CC1
 : 0.3%	3%
CCOC(=O)c1ccc(-c2ccc(/C=C3\C(=O)NC(=O)C(C#N)=C3C)o2)cc1
 : -6.6%	0%
COc1cc2cc(=O)n(Cc3ccccc3)c(C)c2cc1OC
 : -1.4%	70%*
COc1cc(CN=Cc2c(O)n(-c3cc(OC)ccc3OC)c(=O)[nH]c2=O)cc(OC)c1
 : -6.6%	3%
COc1ccc2cc(S(=O)(=O)N3CCCCC3)ccc2c1S(=O)(=O)N1CCCCC1
 : 0.4%	-4%
COc1ccc(-c2nc3cc(NC(=O)c4ccc(C)c(C)c4)ccc3o2)cc1
 : -3.8%	4%
CCCOc1ccccc1C1CC(=O)Nc2cc3c(cc21)OCCO3 (stereo not given)
 : -0.6%	-4%
CC1CCCCC1NC(=O)CSc1nnc(CN2CCOCC2)n1C (stereo not given)
 : -1.4%	2%
O=C(O)c1ncn(Cc2ccccc2)c1C(=O)O
 : -0.4%	-6%
CCc1ccc(CN2CCN(S(=O)(=O)Cc3ccccc3)CC2)cc1
 : 1.6%	x
NC(=O)c1cc2cc(Cl)ccc2oc1=O
 : 1.8%	x
CNc1nc(N(C)C)nc(N(C)C)n1
 : 0.4%	x
CN(C)CCCN1C(=O)C(=O)/C(=C(/O)c2ccncc2)C1c1cccnc1 (stereo not given)
 : -3.6%	-9%
O=c1c2c3c(sc2nc2sc(CN4CCCCC4)cn12)CCCC3
 : -2.0%	x
COc1ccccc1-n1c(SCC(N)=O)nnc1-c1ccc(S(=O)(=O)N2CCCCC2)cc1
 : 1.2%	2%
CCN1C(=O)CC(Sc2ccccc2N)C1=O (stereo not given)
 : 0.1%	9%
COc1ccccc1CNS(=O)(=O)c1ccc(C)cc1
 : 4.8%&-0.3%	-1%
COc1ccc(C(=O)NC(=S)NCc2ccc(-c3nc4ccccc4o3)cc2)cc1OC
 : 6.7%	x
CC(C)(C)Cc1nnc(NS(C)(=O)=O)s1
 : 2.8%	x
Cc1nc2sc(C(c3cccs3)N3CCC(C(N)=O)CC3)c(O)n2n1 (stereo not given)
 : 2.7%	-3%
COc1ccc(OCC(=O)Nc2ccc(I)cc2C)cc1
 : 0.4%	-5%
O=C1N/C(=N/N=C/c2ccc(O)cc2)SC1Cc1ccc(Cl)cc1 (stereo not given)
 : -0.5%	1%
CN1CCN(CC(=O)N2c3ccccc3C(C)(c3ccc(Cl)cc3)CC2(C)C)CC1 (stereo not given)
 : -4.2%	x
COC(=O)c1c(NC(=O)C(C)C)sc2c1CCCC2
 : -5.9%	3%
O=C1c2cccc3c(N4CCCCC4)ccc(c23)C(=O)N1c1ccc(Cl)cc1
 : -3.7%	-1%
O=C1OC(c2ccccc2)=C/C1=C/N1CCOCC1
 : 0.0%&4.1%	6%
COc1cc(Br)c(Br)c(/C=N\NC(=O)c2ccccc2Cl)c1O
 : -0.6%	0%
CCC(=O)Nc1nonc1-c1nc2ccccc2n1Cc1cccc2ccccc12
 : -3.4%	x
CC(C)OC(=O)CSc1nnnn1-c1ccc2c(c1)OCCO2
 : 2.9%	2%
COc1ccc(/C=C2\C=C(c3ccc(Cl)cc3)OC2=O)cc1[N+](=O)[O-]
 : -3.3%	10%
Cc1cc(C)n(-c2nc3ccccc3nc2Nc2ccc3c(c2)OCO3)n1
 : 11%	-2%
Nc1cccc(-c2cc(C(=O)O)c3ccccc3n2)c1
 : 2.1%	0%
COc1ccc(C2C(C(=O)c3cccs3)=C(O)C(=O)N2c2nncs2)cc1OC (stereo not given)
 : 53%	2%
COc1ccc(N2CCN(C(=O)CN=C3NS(=O)(=O)C(c4ccc(C)cc4)=C3C)CC2)cc1
 : -1.4%	4%
COc1ccc(C(=O)Nc2ccc(S(=O)(=O)Nc3onc(C)c3C)cc2)cc1
 : 0.5%	2%
Cc1nonc1NC(=O)OCCN1CCOC1=O
 : x	-2%
OC(COc1ccc2cc(Br)ccc2c1)CN1CCOCC1 (stereo not given)
 : -4.0%	x
COc1ccc(-c2nnnn2CCc2ccccc2)cc1
 : -3.1%	-7%
CC(CC(=O)Nc1ccccc1)c1ccccc1 (stereo not given)
 : 4.0%	-1%
CCCn1c(N2CCN(CC(=O)NCc3cccs3)CC2)nc2ccccc21
 : 8.8%	-1%
O=C1CC(c2ccccc2)CC2=C1C(c1ccc(OCc3ccccc3)cc1)Nc1ccccc1N2 (stereo not given)
 : 6.6%	9%
COc1ccc(-c2ccc(/C=C/c3cc(C(F)(F)F)[nH]c(=O)n3)o2)cc1Cl
 : -18%	1%
O=C(Nc1ccc(Cl)c(Cl)c1)NN1CCOCC1
 : 1.8%	0%
CC(=O)c1cccc(NC(=O)CN(c2ccc(F)cc2)S(C)(=O)=O)c1
 : -0.3%	-12%
COc1ccccc1C1Nc2ccccc2NC2=C1C(=O)CC(c1ccccc1)C2 (stereo not given)
 : -0.8%	3%
Cc1ccnc(NC(=O)c2c(O)c3ccccc3n(C)c2=O)c1
 : -26%	0%
CC(C)c1nn2c(N)c(C=C3C=CC(=O)C=C3)c(=O)nc2s1
 : -2.4%	2%

# Screening data from PubChem.

# Not all compounds are listed (hit frequency here may not be typical).
